KDM5B inh – Primary screen for KDM5B Histone Demethylases FDH-coupled qHTS. Lysine-specific demethylase 5B (Homo sapiens), Q9UGL1. KDM5B demethylase, FDH-coupled NADH fluorescence (FDH is formaldehyde dehydrogenase). Potency, µM (titrated, usually from 57.7 µM), inactives show top-dose activity change, negative = inhibition, hits mostly inhibitors. actives 2.6% (n = 220,000). AID 1347165, 2019; active = well fitted inhibition curve with a large enough effect; inconclusive = small, poorly fitted or top-dose-only effect; inactive = no such curve, though single readings can be large or run the other way; note: 0% is about no effect; nearly all actives have a fitted effect of over 70% in size
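Inhibition is measured as reduced NADH fluorescence generation from FDH coupling to formaldehyde release. Truncated KDM5BΔAP at 200 nM final acts on H3K4me3 peptide (12.5 µM in substrate mix) in pH 7.5 HEPES buffer with Tween-20, 30 min, room temperature.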
* = called active by the depositor; u = inconclusive; & = joins results of further samples; [ ] = remark or other dose. Potency is the fitted concentration of half-maximal effect. Some of the compounds tested; rates above refer to the full screens.

SMILES	KDM5B inh
CC(C)(C)c1cn(C[C@H]2CC3CCN2C[C@@H]3C(=O)NCc2ccccc2)nn1 (some centres not stated)	11%[86.2 µM]
Cc1nc(-c2ccccc2Br)cc([C@H]2CN3CC[C@H]2C[C@@H]3CNS(=O)(=O)c2cccs2)n1	-16%
O=C(NCc1ccccc1)c1cn(C2CNC2)nn1	-15%
O=C(O)c1cc(Cl)nc(Cl)c1	-8%
COc1ccccc1N1CCN(C(=O)[C@H]2CN3CCC2C[C@@H]3Cn2cc(C(C)(C)C)nn2)CC1 (some centres not stated)	5%
O=C1Nc2ccccc2C12CCN(Cc1ccsc1)CC2	14%[149 µM]
C#C[C@H]1CN2CC[C@H]1C[C@@H]2CNC(=O)c1ccc2ccccc2c1	-14%[86.2 µM]
CC12CCC(=O)C=C1CCC1C2CCC2(C)C1CC[C@]2(C)O (some centres not stated)	18%
CCCN1CCNc2cc(Nc3ccccc3)ncc2C1	-29%[115 µM]
Cc1nn(-c2ccc(F)cc2)c2c1C(c1cccnc1)SCC(=O)N2 (configuration not stated)	-2%
O=C(O)C1CN(Cc2ncc[nH]2)CCN(C(=O)Cc2cccs2)C1 (configuration not stated)	u
COc1cc2c(cc1OCC1CC1)NC(=O)C21CCN(C(=O)C(C)C)CC1	14%[86.2 µM]
O=C1CC2CCN(Cc3ccccn3)CC2CCN1 (configuration not stated)	-21%[149 µM]
CCOC(=O)C1=C(N)OC(c2ccccc2)=C(C(=O)OCC)C12C(=O)Nc1ccc(Br)cc12 (configuration not stated)	-7%
COc1ccc(CN2CCN(C(=O)COc3ccc4ccccc4c3)CC2)cc1	u
CC(C)NC(=O)N1CC[C@@H](CC(=O)O)[C@@H](CCN2C[C@@H]3C[C@H](C2)c2cccc(=O)n2C3)C1	-30%
CC1=NOC2(CCN(Cc3ccccc3)C2)C1 (configuration not stated)	-8%[115 µM]
CCc1cnc(N2CCC3(CC2)C(=O)Nc2cc(OCc4ccccc4)c(OC)cc23)nc1	u
Cc1cccc(Cn2cccc(C(=O)Nc3cc(C)on3)c2=O)c1	u
CCCNC1CCc2ccccc2C1 (configuration not stated)	17%
COC(=O)C1=Nc2ccccc2/C1=C\c1c(O)n(C)c(=O)n(C)c1=O	u
CC(C)(O)c1cn(C[C@H]2C[C@@H]3CCN2C[C@@H]3C(=O)N2CCOCC2)nn1	11%[86.2 µM]
Cc1noc(C(C)N2CCN(C(=O)Cc3ccccc3)CC2)n1 (configuration not stated)	19%
CCCn1ncc(C(=O)N[C@H]2COC[C@H]2Cc2cc(C)no2)c1C	0%
CC12CN3CC(C)(C[N+](C)(C3)C1)C2=O	-10%

(next part)
SMILES	KDM5B inh
COc1cc2c(cc1Oc1ccccc1)NC(=O)C21CCN(C(=O)c2ccnn2C)CC1	13%[86.2 µM]
O=C(NCc1ccc2c(c1)OCO2)[C@H]1CN2CCC1C[C@@H]2Cn1cc(C2(O)CCCCC2)nn1 (some centres not stated)	6%
C=C[C@H]1CN2CC[C@H]1C[C@@H]2CNC(=O)Nc1ccc(Br)cc1	6%[86.2 µM]
COc1ccc(S(=O)(=O)NC[C@H]2C[C@@H]3CCN2C[C@@H]3CN(C)Cc2ccccc2)cc1	19%
O=C(c1ccc(C(F)(F)F)cc1)N1CCC(C(=O)O)(c2ccccc2)CC1	-1%[115 µM]
COc1ccccc1-c1cc([C@H]2CN3CC[C@H]2C[C@@H]3CNC(=O)Nc2cccc(C#N)c2)n(C)n1	6%
CCC1(C(=O)c2ccc(C)cc2)C2c3ccccc3OC(=O)C21C(=O)O (configuration not stated)	16%
CC[C@H]1CN2CC[C@H]1C[C@@H]2CNS(=O)(=O)c1ccc(C)cc1	15%[86.2 µM]
COc1cc2c(cc1Oc1cccc(N(C)C)c1)NC(=O)C21CCN(C(=O)C(C)C)CC1	11%[86.2 µM]
CN1C(=O)C2(CCN(Cc3cccnc3)C2)c2ccccc21 (configuration not stated)	-16%[86.2 µM]
O=C(NCc1ccc(F)cc1)[C@H]1CN2CCC1C[C@@H]2Cn1cc(CO)nn1 (some centres not stated)	-11%[86.2 µM]
CSc1ncc(CN2CCCC(C(=O)c3ccccc3SC)C2)cn1 (configuration not stated)	-12%
COc1ccc(-c2cc([C@H]3CN4CC[C@H]3C[C@@H]4CNC(=O)Nc3ccccc3)n(C)n2)cc1	-5%
Cc1ccc(-n2c(/C=C/c3cccc4ccccc34)nc3ccccc3c2=O)cc1	-3%
O=S(=O)(NC[C@H]1C[C@@H]2CCN1C[C@@H]2CN1CCc2ccccc21)c1ccccc1	-15%[86.2 µM]
COCCNC(=O)[C@H]1CN2CCC1C[C@@H]2Cn1cc(CSc2ccccc2)nn1 (some centres not stated)	-13%[86.2 µM]
CN1CC(C(=O)c2ccc(Cl)cc2)C(c2ccccc2)C1 (configuration not stated)	11%
CC(Cc1ccc(Cl)cc1)NC(=O)CCCNC(=O)C1CC1 (configuration not stated)	22%
Cc1nc(-c2ccco2)cc([C@H]2CN3CC[C@H]2C[C@@H]3CNCC2CCCCC2)n1	40%[86.2 µM]
C#C[C@H]1CN2CC[C@H]1C[C@@H]2CNC(=O)c1ccc(F)c(Cl)c1	-10%[86.2 µM]
COc1ccccc1C1=NCC(=O)N(CC(=O)Nc2ccccc2)c2sc3c(c21)CCCC3	-13%
CCCS(=O)(=O)N1C[C@@H]2C[C@H](C1)c1c(-c3ccccc3)ccc(=O)n1C2	u
O=C(Nc1ccccc1)N1C[C@@H]2C[C@H](C1)c1ccc(C3CCCCC3)c(=O)n1C2	u
Cc1ccc(C(=O)C(C)(C)NO)cc1	u
COc1ccccc1-c1cc([C@H]2CN3CC[C@H]2C[C@@H]3COC(=O)NC(C)C)nc(C)n1	40µM*

Some of the entries above, set out differently:
| Compound | KDM5B inh |
| --- | --- |
| CC(C)(C)c1cn(C[C@H]2CC3CCN2C[C@@H]3C(=O)NCc2ccccc2)nn1 (some centres not stated) | 11%[86.2 µM] |
| Cc1nc(-c2ccccc2Br)cc([C@H]2CN3CC[C@H]2C[C@@H]3CNS(=O)(=O)c2cccs2)n1 | -16% |
| O=C(NCc1ccccc1)c1cn(C2CNC2)nn1 | -15% |
| O=C(O)c1cc(Cl)nc(Cl)c1 | -8% |
| COc1ccccc1N1CCN(C(=O)[C@H]2CN3CCC2C[C@@H]3Cn2cc(C(C)(C)C)nn2)CC1 (some centres not stated) | 5% |
| O=C1Nc2ccccc2C12CCN(Cc1ccsc1)CC2 | 14%[149 µM] |
| C#C[C@H]1CN2CC[C@H]1C[C@@H]2CNC(=O)c1ccc2ccccc2c1 | -14%[86.2 µM] |
| CC12CCC(=O)C=C1CCC1C2CCC2(C)C1CC[C@]2(C)O (some centres not stated) | 18% |
| CCCN1CCNc2cc(Nc3ccccc3)ncc2C1 | -29%[115 µM] |
| Cc1nn(-c2ccc(F)cc2)c2c1C(c1cccnc1)SCC(=O)N2 (configuration not stated) | -2% |
| O=C(O)C1CN(Cc2ncc[nH]2)CCN(C(=O)Cc2cccs2)C1 (configuration not stated) | u |
| COc1cc2c(cc1OCC1CC1)NC(=O)C21CCN(C(=O)C(C)C)CC1 | 14%[86.2 µM] |
| O=C1CC2CCN(Cc3ccccn3)CC2CCN1 (configuration not stated) | -21%[149 µM] |
| CCOC(=O)C1=C(N)OC(c2ccccc2)=C(C(=O)OCC)C12C(=O)Nc1ccc(Br)cc12 (configuration not stated) | -7% |
| COc1ccc(CN2CCN(C(=O)COc3ccc4ccccc4c3)CC2)cc1 | u |
| CC(C)NC(=O)N1CC[C@@H](CC(=O)O)[C@@H](CCN2C[C@@H]3C[C@H](C2)c2cccc(=O)n2C3)C1 | -30% |
| CC1=NOC2(CCN(Cc3ccccc3)C2)C1 (configuration not stated) | -8%[115 µM] |

Following part
SMILES	KDM5B inh
O=C(NCc1ccc2c(c1)OCO2)[C@H]1CN2CCC1C[C@@H]2Cn1cc(-c2cccc(O)c2)nn1 (some centres not stated)	-5%
O=C(CN1CCN(C(=O)Cc2c[nH]c3ccccc23)CC1)NC1CC1	6%
CN1Cc2ccccc2-n2ccnc2C12CCN(C(=O)NCCc1ccccc1)CC2	-1%
O=C(NCc1ccc(F)cc1)[C@H]1CN2CCC1C[C@@H]2Cn1cc(C2(O)CCCCC2)nn1 (some centres not stated)	1%
CC(C)NC(=O)[C@H]1CN2CCC1C[C@@H]2Cn1cc(-c2ccc(F)cc2)nn1 (some centres not stated)	-8%[86.2 µM]
COc1ccccc1CNCCc1ccccc1	-30%
O=C(c1cccs1)N1[C@H]2CC[C@@H]1c1cnc(-c3ccccc3)nc1C2	-12%
CSc1ccc(C(c2c(O)c3ccccc3oc2=O)c2c(C)n(C)n(-c3ccccc3)c2=O)cc1 (configuration not stated)	u
CCN(CC)C[C@H]1CN2CC[C@H]1C[C@@H]2CNC(=O)Nc1ccccc1	-3%[86.2 µM]
COc1cc2c(cc1Oc1cccc(N(C)C)c1)NC(=O)C21CCN(Cc2nccn2C)CC1	2%
CN1CCc2nc(SCc3cccc(Br)c3)c(C#N)cc2C1	u
O=c1ccc(-c2cccs2)c2n1C[C@H]1C[C@@H]2CN(S(=O)(=O)c2cccs2)C1	32µM*
CS(=O)(=O)N1C[C@H]2CCNC[C@H]21	17%
O=C(C[N+]12CCC(CC1)C(OC(=O)c1ccccc1)C2)c1ccc([N+](=O)[O-])cc1 (configuration not stated)	-4%
CC1CCN(CCc2nc3ccccc3[nH]2)CC1	14%
O=C1CSC(c2c(F)cccc2Cl)c2cn[nH]c2N1 (configuration not stated)	15%
O=C1CO[C@H]2CN(Cc3ccncc3)C[C@H]2N1Cc1ccccc1	u
CN1CCOC[C@H]2CCN(C(=O)c3ccncc3)C[C@H]21	u
COC(=O)N1CCC2(C1)N=C(c1cccnc1)C(=O)N2 (configuration not stated)	-5%[86.2 µM]
O=S1(=O)NCC2(CCN(Cc3ccc(Cl)s3)C2)Oc2ncccc21 (configuration not stated)	4%[115 µM]
COc1cccc(CC(=O)N2[C@H]3CC[C@@H]2c2cnc(-c4ccc(F)cc4)nc2C3)c1	-14%
c1ccc(C2=NOC3(CCCN(Cc4cccnc4)C3)C2)nc1 (configuration not stated)	16%[149 µM]
O=S(=O)(c1ccc(Cl)cc1)N1CCCC1c1cccnc1 (configuration not stated)	8%
CCOc1ccc(CN(CCc2ccc3c(c2)OCO3)Cc2cccc(C)c2)cc1	u
CN1CCN(c2ccc(C#N)cc2)CC1	-28%

New compounds follow
SMILES	KDM5B inh
CCOP(=O)(OCC)C(O)c1cccnc1 (configuration not stated)	-4%
CSCC(=O)N1C[C@@H]2C[C@H](C1)c1c(-c3ccc(SC)cc3)ccc(=O)n1C2	1%[86.2 µM]
COc1ccc(-c2cc([C@H]3CN4CC[C@H]3C[C@@H]4COC(=O)NC(C)C)n(C)n2)cc1	-3%[86.2 µM]
Cc1cc(C(=O)OCC(=O)Nc2c(F)cccc2F)c(C)n1C1CC1	6%
CCN1CCCCC12Cc1ccccc1CN(C(=O)Cc1ccccc1)C2 (configuration not stated)	17%[115 µM]
Cc1nc(-c2ccc(C(F)(F)F)cc2)cc([C@H]2CN3CC[C@H]2C[C@@H]3CNC(=O)C(C)(C)C)n1	-19%
O=C(c1ccccc1)N1C[C@@H]2C[C@H](C1)c1c(-c3cncnc3)ccc(=O)n1C2	u
C#CCN(C)C[C@H]1CN2CC[C@H]1C[C@@H]2CNC(=O)Nc1ccc(C(C)=O)cc1	-19%[86.2 µM]
Cc1ccsc1C(=O)N1CCC2(CC1)c1nccn1-c1ccccc1CN2C	7%
COc1cccc(CN2CC[C@@H]3CN(S(C)(=O)=O)[C@@H]3C2)n1	7%
N#Cc1ccc(C(=O)Nc2ccc(Cl)cc2C(=O)c2ccccc2F)cc1	3%
COc1cc2c(cc1OCc1ccccc1)N(C(=O)c1ccn(C)n1)CC21CCN(C)CC1	-16%
CC1CN2CC(O)CC2CN1 (configuration not stated)	-31%[287 µM]
COc1cc2c(cc1OCc1ccccc1)N(C(=O)c1ccccc1OC)CC21CCN(C)CC1	-18%
CCOP(=O)(OCC)C(O)c1ccc(OC)cc1 (configuration not stated)	-5%
CCCC(C)n1[nH]c(=O)c2c1NC(=O)CSC2c1ccccc1 (configuration not stated)	20%
Cc1nc(-c2ccco2)cc([C@H]2CN3CC[C@H]2C[C@@H]3CNC(=O)c2ccccc2)n1	u
O=C1CC2CCN(Cc3cncs3)CC2CCN1 (configuration not stated)	34%[activator][149 µM]
Cn1nc(-c2ccc(F)cc2)cc1[C@H]1CN2CC[C@H]1C[C@@H]2CNC(=O)COc1ccccc1	-21%
C=CCN(C)C[C@H]1CN2CC[C@H]1C[C@@H]2CNC(=O)Nc1ccccc1	12%[86.2 µM]
Cc1ccc(N2C(=O)NC(=O)C3(Cc4cc(C)ccc4N(C)C3)C2=O)c(C)c1 (configuration not stated)	u
COc1ccc(-c2cc([C@H]3CN4CC[C@H]3C[C@@H]4CNC(=O)c3ccc(C)cc3)n(C)n2)cc1	-20%
CC(=O)N1CCC2(CC1)C(=O)NN=C2c1cccnc1	-6%[86.2 µM]
CCCc1ccc(OCC(=O)Nc2ccc(Cl)cc2C(=O)c2ccccc2)cc1	-9%
c1ccc2c3c([nH]c2c1)C1(CCNCC1)NCC3	34%&49%[activator]
COc1ccc(-c2nc(CN3C(=O)CN=C(c4ccccc4Cl)c4cc(Cl)ccc43)c(C)o2)cc1OC	u
Cc1ccc([C@@H]2CN(C(=O)c3snnc3C)[C@@H]3C4CCN(CC4)[C@@H]32)cc1	39%[activator]

Two entries from above, as a markdown table.
| canonical_smiles | KDM5B inh |
| --- | --- |
| C=CCN(C)C[C@H]1CN2CC[C@H]1C[C@@H]2CNC(=O)Nc1ccccc1 | 12%[86.2 µM] |
| Cc1ccc(N2C(=O)NC(=O)C3(Cc4cc(C)ccc4N(C)C3)C2=O)c(C)c1 (configuration not stated) | u |
